Screening results: PubChem BioAssay, several laboratories
MRP1 act: activates MRP-1. viability increase, % at 10 µM. 0.61% of 140,000 active. H69AR cells + doxorubicin, viability rescue, CellTiter-Glo;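 active means viability gain under doxorubicin at or above a set limit, the compound median plus 3 SD, cut at about 4.7% in these data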;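 further: MRP-1 overexpressing cells given doxorubicin 25 µM after compound pretreatment; 18-22 h compound pretreatment then 72 h with doxorubicin before readout; 0% = doxorubicin-only wells and 100% = vehicle-treated cells without doxorubicin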
Measles CPE: protection of cells from measles virus; 1.5% of 140,000 active; AID 841; Measles virus-infected cells, CPE protection, absorbance; protection (pct of control), % at 4 µM; in the data active means protection mostly above about 24%, no sharp cut-off; inactive means mostly below about 26%; further: some compounds called inactive have numbers as strong as hits
Yeast lifespan up: extends the lifespan of yeast; S. cerevisiae growth with nicotinamide, OD615; deaD strain in restrictive glucose medium; inhibition of the nicotinamide effect, % at 10 µM; 0.68% of 130,000 active; AID 775;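 active means inhibition above a set limit, placed 3 SD over the median of all compounds, cut at about 26% in these data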;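 further: 0% = nicotinamide-treated wells and 100% = cells grown without nicotinamide; some compounds called inactive have numbers as strong as hits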
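Material: Modified budding yeast, DeaD strain | Medium: Restrictive glucose medium | Probe or stimulus: 1.5 mM nicotinamide | Dosing: Single dose 10 µM compound, 0.25% DMSO | Times: 48 h at 30 °C | Technique: OD615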
GALR2 antag: GALR2 (human) receptor antagonism. O43603. 0.39% of 140,000 active. GALR2-expressing cells, antagonist mode. inhibition, % at 4 µM; in the data active means inhibition above about 27%;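 further: cells stimulated with galanin 1-16 at roughly its EC80; 0% = agonist challenge control and 100% = basal control without agonist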
Target sequence (O43603 whole entry, looked up): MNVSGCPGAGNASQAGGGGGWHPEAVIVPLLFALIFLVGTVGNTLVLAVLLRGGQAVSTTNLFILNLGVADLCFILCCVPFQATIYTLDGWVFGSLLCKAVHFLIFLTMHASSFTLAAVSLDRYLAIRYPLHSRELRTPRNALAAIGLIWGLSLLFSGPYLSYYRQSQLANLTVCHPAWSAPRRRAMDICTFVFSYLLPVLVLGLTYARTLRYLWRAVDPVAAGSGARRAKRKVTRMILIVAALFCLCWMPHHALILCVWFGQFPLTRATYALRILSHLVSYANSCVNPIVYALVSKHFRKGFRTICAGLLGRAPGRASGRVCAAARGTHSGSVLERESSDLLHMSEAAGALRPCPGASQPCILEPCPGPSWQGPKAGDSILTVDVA
HCT116 PTEN-null: PTEN-deleted cell growth suppression. HCT116 PTEN-null viability, CellTiter-Glo, 60 h; hits give low values. AID 827. viability, % at 10 µM. 1.2% of 140,000 active;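 active means viability at or below a set limit, 4 SD under the median of all tested compounds, cut at about 3.7% in these data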;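 further: PTEN knockout HCT116 line with beta catenin targeted HCT116 as companion control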
Phagocyt inh: blocks phagocytosis by macrophages | J774A.1 macrophage IgG-bead phagocytosis, imaging | inhibition, % at 5 µM | 0.07% of 110,000 active | AID 1029;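 active means inhibition above the mean of the plate negative controls plus 5 SD, cut at about 13% in these data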;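 further: phagocytic index as fraction of beads internalized from green versus red external bead signal; plate controls were DMSO negative control for no effect and cytochalasin-D positive control for full effect; some results beyond the cut were filed as inactive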
NPY Y2 blocker: antagonists of human neuropeptide Y receptor Y2 | P49146 | NPY-Y2 expressing cells, antagonist mode | inhibition, % at 2.7 µM | 0.99% of 140,000 active | AID 793; in the data active means inhibition above about 17%;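 further: 0% = vehicle with agonist challenge and 100% = reference antagonist with challenge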
Target sequence (P49146 whole entry, looked up): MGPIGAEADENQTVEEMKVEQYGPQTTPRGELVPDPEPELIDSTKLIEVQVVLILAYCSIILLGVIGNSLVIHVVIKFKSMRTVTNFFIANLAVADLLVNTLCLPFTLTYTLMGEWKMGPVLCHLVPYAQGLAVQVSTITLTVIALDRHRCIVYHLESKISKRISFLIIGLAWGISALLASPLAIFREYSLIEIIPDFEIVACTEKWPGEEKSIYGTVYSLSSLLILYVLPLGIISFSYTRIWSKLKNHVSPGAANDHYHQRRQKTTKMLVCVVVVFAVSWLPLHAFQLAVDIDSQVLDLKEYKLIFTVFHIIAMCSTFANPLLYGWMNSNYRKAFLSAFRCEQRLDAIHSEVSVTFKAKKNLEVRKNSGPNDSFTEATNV
E-sel TNF inh: blocks E-selectin expression induced by TNF alpha | HUVEC TNFa-induced E-selectin immunofluorescence, high content | inhibition, % at 2 µM | 0.71% of 120,000 active | AID 1246;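 active means inhibition above the batch mean plus 3 SD, and confirmed as a hit on visual image review, cut at about 43% in these data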;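 further: 0% = TNF-stimulated DMSO wells and 100% = unstimulated control wells; not every result past the cut was called active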
bCat KO growth: beta-catenin-lacking colon tumor cell growth suppression | HCT116 beta-catenin knockout viability, CellTiter-Glo, 60 h; hits give low values | viability, % at 10 µM | 1.5% of 140,000 active | AID 818;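 active means viability at or under a set limit, the compound median less 4 SD, cut at about 6% in these data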;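 further: 0% = Hyamine 1622 control at 20 µM and 100% = untreated cell control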
Yeast growth inh: yeast BB579 growth reduction in restrictive medium; inhibition, % at 10 µM; 0.51% of 140,000 active; S. cerevisiae BB579 growth, OD615, 48 h; AID 804;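 active means inhibition above a set limit, 3 SD over the mean compound inhibition, cut at about 44% in these data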; further: inactives centre near -24
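Assay system – yeast BB579 (DeaD) · Dosing – single compound dose of 10 µM, 0.25% DMSO final · Detection – OD615 turbidity measurement · Buffer or medium – CSMM-D restrictive synthetic medium containing dextrose (glucose) · Benchmarks – positive control amphotericin B 10 µg/mL · Incubation – 48 h exposure, 30 °C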
Starred values were filed as active, the others as inactive; / = not tested or not shown.

item	Compound	MRP1 act	Measles CPE	Yeast lifespan up	GALR2 antag	HCT116 PTEN-null
1	CC(c1ccc(F)cc1)n1c(-c2ccc3ccccc3n2)n[nH]c1=S (centres undefined)	-2.4	10	0	-3	101
2	Brc1ccc2ncnc(Nc3cccc4ccccc34)c2c1	-4.7	1	-30	26	71
3	Cc1ccc(NC(=O)c2ccc(OC(F)F)cc2)cc1S(=O)(=O)N(C)C	-0.4	7	3	-2	81
4	O=C(Oc1ccc(C(=S)N2CCOCC2)cc1Br)c1cc(Cl)ccc1Cl	0.1	17	-12	-1	96
5	CCN(CC)c1ccc(/C=N/NC(=O)c2c(Cl)c(C)nn2C)cc1	-0.3	19	-1	8	97
6	CCn1c2ccccc2c2cc(CN3CCN(C(=O)c4ccco4)CC3)ccc21	2.3	38	-7	8	81
7	O=C(Nc1ccccc1)c1sc(N2CCOCC2)nc1-c1ccccc1	-1.8	10	-1	-3	95
8	COc1ccc(OC)c(C2C3=C(CCCC3=O)Nc3nnnn32)c1 (centres undefined)	-1.5	7	4	2	89
9	Clc1ccccc1CSc1snnc1-c1ccccc1	-1.2	12	-7	-1	84
10	O=C(c1cc(-c2ccc3c(c2)OCO3)on1)N1CCN(c2ccc(F)cc2)CC1	-0.9	12	-2	5	101
11	COc1ccc(Cc2nnc(SCC(=O)c3cccc([N+](=O)[O-])c3)n2C)cc1	-1.1	31	3	-19	100
12	Cn1c2ccccc2c2cc(C(=O)N3CCN(CCO)CC3)sc21	-2.8	25	-10	-2	96

item	Phagocyt inh	NPY Y2 blocker	E-sel TNF inh	bCat KO growth	Yeast growth inh
1	6	4	0	94	-29
2	/	0	22	74	-52
3	/	4	/	71	-42
4	/	4	30	97	-46
5	-3	-1	/	93	-11
6	0	6	-16	83	-13
7	-11	9	-14	93	22
8	-10	2	/	87	-30
9	0	9	-34	86	-26
10	2	4	/	95	6
11	-2	3	-30	92	-30
12	0	0	/	95	-14

New compounds follow:
item	Compound	MRP1 act	Measles CPE	Yeast lifespan up	GALR2 antag	HCT116 PTEN-null
13	c1ccc(Cn2cnc3ccccc32)cc1	-1.3	8	/	1	87
14	O=C(Cc1c[nH]c2ccccc12)OCCOC(=O)Cc1c[nH]c2ccccc12	-4.8	0	/	5	65
15	O=C(COc1ccccc1)c1cn(CC(=O)N2CCOCC2)c2ccccc12	-1.8	31	-3	7	94
16	CCCCn1c(/C=C/c2ccco2)nc2ccccc21	-4.2	14	-7	-5	59
17	COc1cc(NC(=O)CN2CCCCC2)c(C)cc1[N+](=O)[O-]	-1.2	4	-2	6	91
18	C=CCN(CC=C)C(=O)C(=O)c1cc(C)n(-c2ccc([N+](=O)[O-])cc2)c1C	-2.1	11	-5	0	75
19	CC(C)N(C(=O)CSc1nnc(CN2CCCCCC2=O)n1-c1ccccn1)C(C)C	-0.3	5	31	6	112
20	CCC(C)C(=O)Nc1cc(OC)c(OC)cc1C(=O)O (centres undefined)	-0.8	4	-13	-3	87
21	CCCOc1ccc(C(=O)Nc2ccc(Cl)cn2)cc1	0.8	7	-18	3	77
22	CCCOc1ccc(NC2=CC(=O)CC(C)(C)C2)cc1	-0.3	1	-1	-10	93
23	N#CC1=C(N)N(c2ccccc2)C(c2ccco2)C1(C#N)C#N (centres undefined)	-3.8	9	-17	-2	75
24	CCCC(=O)Nc1c2c(nn1-c1ccc(C)cc1C)CSC2	-1.6	5	-16	-4	83

item	Phagocyt inh	NPY Y2 blocker	E-sel TNF inh	bCat KO growth	Yeast growth inh
13	/	2	-3	93	-18
14	/	1	-17	77	-10
15	-2	0	-15	98	15
16	-4	-1	10	49	-26
17	-2	1	-23	92	-37
18	/	0	5	69	-24
19	-2	2	-9	94	-59
20	1	1	-20	80	-45
21	-1	4	9	80	11
22	/	5	19	104	-21
23	-2	2	0	76	-12
24	3	3	-26	101	-10

More structures
item	Compound	MRP1 act	Measles CPE	Yeast lifespan up	GALR2 antag	HCT116 PTEN-null
25	CC1CCCN(C(=O)CCS(=O)(=O)Cc2ccccc2)C1 (centres undefined)	-1.9	8	-7	2	95
26	CCN(CC)S(=O)(=O)c1ccc(C(=O)OCC(=O)N2CCN(C(=O)c3ccco3)CC2)cc1	-1.2	11	-12	9	94
27	CCC1CCCN1Cn1cnc2c([nH]c3ccc(C)cc32)c1=O (centres undefined)	-2.4	6	2	-9	92
28	CC1(C)C(=O)Nc2ccccc2N1C(=O)COC(=O)C12CC3CC(CC(O)(C3)C1)C2	-0.6	5	-7	-9	105
29	Clc1ccc(-n2cccc2/C=N/n2cnnc2)cc1	-0.4	4	-10	-6	86
30	CC(=O)c1c(N2CCOCC2)nc(=S)n(Cc2ccccc2)c1C	1.3	13	5	1	99
31	Cc1cc(C)n(C(=O)C(C)n2nc([N+](=O)[O-])c(Br)c2C)n1 (centres undefined)	-2.8	11	3	-10	97
32	COc1ccccc1OCCSc1nnc(C)n1-c1ccccc1	-0.5	14	-4	13	105
33	CCOC(=O)N1CCN(C(=O)c2cnn3c(C)c(Cc4ccc(C)cc4)c(C)nc23)CC1	-2.4	20	-13	-2	70
34	CCOc1cc(CNc2ccc3c(c2)CCC3)ccc1OC	-1.1	6	-20	-7	89
35	Cc1[nH]oc(=O)c1N=Nc1c(Cl)cccc1Cl	-2.5	7	37*	2	95
36	CCOC(=O)c1c(N)nn(C(=O)C(C)C)c1-c1ccc(OC)cc1	-1.7	13	-11	-6	129

item	Phagocyt inh	NPY Y2 blocker	E-sel TNF inh	bCat KO growth	Yeast growth inh
25	-2	5	18	101	-35
26	-2	-1	-10	99	-24
27	4	3	18	86	-37
28	-2	0	-31	102	-59
29	0	0	7	97	1
30	0	0	/	99	18
31	-11	2	4	97	-43
32	0	5	-4	94	-18
33	-2	2	3	72	-8
34	/	4	1	90	-49
35	6	13	/	96	2
36	-1	1	8	111	-75

The results go on:
item	Compound	MRP1 act	Measles CPE	Yeast lifespan up	GALR2 antag	HCT116 PTEN-null
37	CC(=O)Nc1cnc2ccccc2n1	-0.6	4	-12	-11	96
38	CC1=C(C(=O)NCc2ccccc2)C(c2cccnc2)n2ncnc2N1 (centres undefined)	-2.5	11	-5	-5	91
39	COc1ccc(N2CCN(c3nc4c(c(=O)n(C)c(=O)n4C)n3Cc3ccccc3)CC2)cc1	-2.7	8	-12	-9	63
40	COc1ccc(C(=O)Nc2ccc(-c3ccc(C)o3)cc2)cc1S(=O)(=O)N1CCOCC1	0.6	5	-8	19	11
41	CC(C)CC(OC(=O)c1cccs1)C(=O)NCc1cccs1 (centres undefined)	-0.5	19	-6	10	90
42	CSc1ccc(CNc2ccc(C)cc2)cc1	-1.2	47	-6	3	88
43	COCCn1c(=O)[nH]c2cc(C(=O)OC)ccc2c1=O	-2.6	10	-15	1	98
44	Cc1cccc2sc(NC(=O)C3=NN(c4ccccc4)C(=O)CC3)nc12	-2.2	1	6	6	92
45	Cn1c(C(=O)N2COCC2(C)C)cc2c(=O)n3ccccc3nc21	-2.3	22*	-15	0	95
46	N/C(=N\OC(=O)c1cc(-c2ccccc2)nc2ccccc12)c1ccncc1	-1.4	5	-10	-1	52
47	O=C1CCCc2nc(N3CCCCC3)sc21	-0.7	17	-1	-6	109
48	N#C/C(=C/C=C/c1ccccc1)C(=O)Nc1ccccc1	-3.8	5	-23	0	56

item	Phagocyt inh	NPY Y2 blocker	E-sel TNF inh	bCat KO growth	Yeast growth inh
37	-3	0	-9	99	-33
38	-1	-1	/	91	13
39	-1	3	20	64	16
40	3	0	3	5.7*	-9
41	-1	3	-11	89	22
42	-2	1	7	82	-58
43	2	0	/	102	-19
44	-3	6	-9	88	-21
45	/	4	/	96	-55
46	0	-1	-31	45	-20
47	-1	2	-9	99	-83
48	/	0	-47	49	-47

Continued:
item	Compound	MRP1 act	Measles CPE	Yeast lifespan up	GALR2 antag	HCT116 PTEN-null
49	CCSc1nnc(NC(=O)Cc2ccc(OC)c(S(=O)(=O)N3CCOCC3)c2)s1	-0.7	16	-2	-2	92
50	Cc1ccc(C)c(C(=O)COc2ccc(C)nc2[N+](=O)[O-])c1	-1.6	20	-9	8	95
51	CC1(C)Oc2ccc(C(=O)NC3CCCC3)cc2N(CC(=O)NC2CCCCC2)C1=O	-1.6	31	-15	6	96
52	Cc1cc(C)cc(N(CC(=O)NCc2ccco2)C(=O)CCC(=O)Nc2ccccn2)c1	-3.5	2	-4	10	96
53	Cc1cc(O)c(-c2cc(C(=O)Nc3ccc(S(=O)(=O)N4CCOCC4)cc3)[nH]n2)cc1C	-1.7	3	3	-11	9
54	COc1ccccc1CC(=O)Nc1ccc(-c2nnc(-c3ccco3)o2)cc1	-1.8	2	-10	7	87
55	Cc1sc2nc(-c3ccco3)oc(=O)c2c1C	-0.2	14	-4	-6	92
56	CCOc1c(Cl)cc(CNCC(C)C)cc1OC	-2.2	3	-8	-4	90
57	O=C(/C=C/Nc1ccc(F)cc1)c1ccco1	-3.3	13	-7	5	100
58	Cc1nnc(SCC(=O)N2c3ccccc3CC2C)[nH]c1=O (centres undefined)	-0.2	11	5	-7	96
59	COC(=O)c1ccc(NC(=O)CN(C2CCCCC2)S(C)(=O)=O)cc1	-3.1	20	-12	-6	63

item	Phagocyt inh	NPY Y2 blocker	E-sel TNF inh	bCat KO growth	Yeast growth inh
49	-1	0	-15	97	-20
50	2	0	27	96	-66
51	-2	1	2	90	-40
52	-1	1	-37	89	-40
53	0	-4	-17	15	-98
54	0	5	36	92	-34
55	-2	0	3	91	2
56	0	2	/	94	-34
57	-1	1	-41	86	-32
58	-7	3	/	85	-31
59	-2	1	-14	77	-17

Random excerpt: 4 compounds from above, in no set order.
item	Compound	MRP1 act	Measles CPE	Yeast lifespan up	GALR2 antag	HCT116 PTEN-null
59	COC(=O)c1ccc(NC(=O)CN(C2CCCCC2)S(C)(=O)=O)cc1	-3.1	20	-12	-6	63
53	Cc1cc(O)c(-c2cc(C(=O)Nc3ccc(S(=O)(=O)N4CCOCC4)cc3)[nH]n2)cc1C	-1.7	3	3	-11	9
52	Cc1cc(C)cc(N(CC(=O)NCc2ccco2)C(=O)CCC(=O)Nc2ccccn2)c1	-3.5	2	-4	10	96
50	Cc1ccc(C)c(C(=O)COc2ccc(C)nc2[N+](=O)[O-])c1	-1.6	20	-9	8	95

item	Phagocyt inh	NPY Y2 blocker	E-sel TNF inh	bCat KO growth	Yeast growth inh
59	-2	1	-14	77	-17
53	0	-4	-17	15	-98
52	-1	1	-37	89	-40
50	2	0	27	96	-66

Three compounds already listed, ordered by the number in GALR2 antag, largest number first.
| entry | Compound | Measles CPE | Yeast lifespan up | GALR2 antag | Phagocyt inh | NPY Y2 blocker | E-sel TNF inh | Yeast growth inh |
| --- | --- | --- | --- | --- | --- | --- | --- | --- |
| 54 | COc1ccccc1CC(=O)Nc1ccc(-c2nnc(-c3ccco3)o2)cc1 | 2 | -10 | 7 | 0 | 5 | 36 | -34 |
| 49 | CCSc1nnc(NC(=O)Cc2ccc(OC)c(S(=O)(=O)N3CCOCC3)c2)s1 | 16 | -2 | -2 | -1 | 0 | -15 | -20 |
| 55 | Cc1sc2nc(-c3ccco3)oc(=O)c2c1C | 14 | -4 | -6 | -2 | 0 | 3 | 2 |

Compounds were not picked by outcome; any-hit rate near 6.1%.
